# Compound activity: PubChem BioAssay, National Center for Advancing Translational Sciences (NCATS)
# LmPK inhibitor = LmPK (Leishmania mexicana) enzyme inhibition | Potency, µM (highest dose often 57.5 µM), for inactives: at the highest dose activity change, negative = inhibition, usual class: inhibitors | purified LmPK, Kinase-Glo ATP luminescence, 1 h | 0.37% of 290,000 active | Q27686; further: potency means the concentration at half of the fitted maximal effect
# Target sequence (Q27686 whole entry, looked up): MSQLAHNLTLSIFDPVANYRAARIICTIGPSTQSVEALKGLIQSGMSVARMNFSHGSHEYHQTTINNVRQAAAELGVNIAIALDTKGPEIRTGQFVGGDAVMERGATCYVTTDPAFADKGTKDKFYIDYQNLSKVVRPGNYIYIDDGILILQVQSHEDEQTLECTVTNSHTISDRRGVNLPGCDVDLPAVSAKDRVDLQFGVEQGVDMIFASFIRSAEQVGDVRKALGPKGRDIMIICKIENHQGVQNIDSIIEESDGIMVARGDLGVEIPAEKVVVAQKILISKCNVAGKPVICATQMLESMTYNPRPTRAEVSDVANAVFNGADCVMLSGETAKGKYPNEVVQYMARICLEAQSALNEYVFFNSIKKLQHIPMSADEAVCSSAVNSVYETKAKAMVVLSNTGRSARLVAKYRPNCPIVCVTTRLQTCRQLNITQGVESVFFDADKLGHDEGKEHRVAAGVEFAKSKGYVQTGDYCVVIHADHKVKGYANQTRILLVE
#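 Purified LmPK (0.1 nM) converted ADP (0.1 mM) to ATP with PEP (0.5 mM) in imidazole buffer pH 7.2 with KCl and MgCl2, 1 h at room temperature. ATP was read by Kinase-Glo luminescence; data normalized to uninhibited and no-enzyme controls.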
# AmpC no deterg = AmpC beta-lactamase inhibition without detergent; AmpC nitrocefin hydrolysis, absorbance 480 nm, 0.0001% Triton; 0.52% of 330,000 active; Potency, µM (top dose mostly 57.1 µM), for inactives: at the highest dose activity change, negative = inhibition, usual class: inhibitors; P00811;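 further: potency means the concentration at half of the fitted maximal effect; plate controls were no compound for no effect and no enzyme for full effect; nearly all actives have a fitted effect of over 20% in size; some results filed as inactive show a strong effect at the top dose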
# Target sequence (P00811 whole entry, looked up): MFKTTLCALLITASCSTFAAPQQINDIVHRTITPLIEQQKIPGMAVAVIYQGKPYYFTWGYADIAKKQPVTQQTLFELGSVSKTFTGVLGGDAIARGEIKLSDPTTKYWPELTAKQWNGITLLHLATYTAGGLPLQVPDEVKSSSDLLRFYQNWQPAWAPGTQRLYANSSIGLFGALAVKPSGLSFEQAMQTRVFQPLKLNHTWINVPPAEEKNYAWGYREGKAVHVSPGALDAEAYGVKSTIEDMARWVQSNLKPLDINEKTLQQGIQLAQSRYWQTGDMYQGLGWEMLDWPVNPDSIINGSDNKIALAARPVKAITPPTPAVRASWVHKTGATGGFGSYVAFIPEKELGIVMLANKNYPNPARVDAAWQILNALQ
#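 AmpC (5.3 nM in the dispensed reagent) in 20 mM phosphate pH 7.0 with 0.01% (detergent screen) or 0.0001% Triton X-100 was preincubated with compounds for 15 min at room temperature. Nitrocefin was then added from an 800 uM solution, and hydrolysis was followed at 480 nm.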
# HCMV inh = human cytomegalovirus inhibition | HFF cells, HCMV-luciferase reporter, 72 h; stronger effect = lower value | activity change, negative = inhibition, % at 57.5 µM | 4.5% of 410,000 active; in the data active means activity change below about -60%; inconclusive means no clear call, values can overlap the other calls; inactive means above about -39%
#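 After 16 h attachment at 37C, HFF cells received test compound and HCMV-luciferase (1 PFU/cell); reporter luminescence read 72 h later, data normalized against buffer-only and known inhibitor Salinomycin.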
# AMA1 RON2 block = inhibitors of Plasmodium falciparum AMA1-RON2 interaction; AlphaScreen AMA1-biotinylated RON2 peptide binding; Potency, µM (doses to about 58.2 µM), inactives show top-dose activity change, negative = inhibition, usual class: inhibitors; 0.2% of 360,000 active; AID 720542;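 further: potency means the concentration at half of the fitted maximal effect; 0% = vehicle wells and -100% = peptide control; nearly all actives have a fitted effect of over 45% in size; some results filed as inactive show a strong effect at the top dose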
#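 AMA1 (3D7) with his tag at 25 nM final met compounds first, then biotinylated RON2 peptide at 25 nM; detection used donor plus acceptor beads, 10 µg/mL apiece, read by AlphaScreen after 30 min at room temperature.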
# HCV inhibitor = HCV inhibition; 3.4% of 340,000 active; Potency, µM (series often up to 41.8 µM), for the others: at the highest dose activity change, negative = inhibition, actives largely listed as inhibitors; Huh7.5.1 HCVcc-Cre infection, luciferase reporter, 44 h; further: potency means the concentration at half of the fitted maximal effect
#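 Infectious HCV cell culture screen: compound-treated cells (1,000/well, pre-plated 4 h) are infected with HCVcc-Cre at roughly 0.5 moi and grown 44 h. Infection is quantified by luciferase signal after 15 min substrate incubation at room temperature.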
# AmpC detergent = AmpC beta-lactamase inhibition with detergent present | 0.041% of 370,000 active | Potency, µM (doses to about 114 µM), for the others: at the highest dose activity change, negative = inhibition, actives largely listed as inhibitors | AID 485294 | AmpC hydrolysis of nitrocefin, absorbance 480 nm, 0.01% Triton;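 further: potency means the concentration at half of the fitted maximal effect; 0% = no-compound wells and -100% = no-enzyme wells; nearly all actives have a fitted effect of over 25% in size; some results filed as inactive show a strong effect at the top dose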
#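 AmpC (5.3 nM in the dispensed reagent) in 20 mM phosphate pH 7.0 with 0.01% (detergent screen) or 0.0001% Triton X-100 was preincubated with compounds for 15 min at room temperature. Nitrocefin was then added from an 800 uM solution, and hydrolysis was followed at 480 nm.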
# TbPYK inhibitor = blocks Trypanosoma brucei pyruvate kinase; Potency, µM (highest dose often 76.8 µM), inactives show at the top dose activity, negative = inhibition, hits mostly inhibitors; Q57TT1; TbPYK enzyme, Kinase-Glo Plus ATP luminescence, 45 min; 0.12% of 410,000 active; further: potency means the concentration at half of the fitted maximal effect; nearly all actives have a fitted effect of over 50% in size
#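 Luminescence from Kinase-Glo Plus, added after a 45-minute room-temperature reaction, served as the end-point read-out. The enzyme and substrate were preincubated with compound before ADP (130 uM final) initiated turnover. Concentration-effect curves came from normalized qHTS data.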
# * marks the source's active call; other numbers are inactive results; ? = inconclusive; . = not tested or not shown; & = joins results of further samples; [ ] = another dose, or the depositor's remark. Unless noted, the call rests on the fitted dose curve; in most records, active means well fitted curve in the direction sought with a large enough effect; inconclusive means small, poorly fitted or top-dose-only effect, or another doubt; inactive means no such curve, though single readings can be large; an effect the other way counts as inactive or inconclusive. Unless noted, on the % scale 0 is the no-effect control and ±100 the full control effect.
SMILES,LmPK inhibitor,AmpC no deterg,HCMV inh,AMA1 RON2 block,HCV inhibitor,AmpC detergent,TbPYK inhibitor
Cc1cc(Cl)c(S(=O)(=O)N2CCN(c3ccc(F)cc3)CC2)cc1OCC(N)=O,3%,0%,-23,10%,11%,?,2%
Cc1ccc(CNC(=O)COC(=O)c2cnccn2)cc1,-2%,-20%,-2,0%,12%,5%,4%
CCOC(=O)N1CCC(NC(=O)C2CCCN(Cc3nc(-c4ccc(CC)cc4)oc3C)C2)CC1 (stereo not drawn),-2%,190%[activator],-87*,1%,2.5µM*,?,3%
O=c1oc(CCCO)cc2ccc(C#Cc3ccsc3)cc12,.,95%[activator],11,3%,?,0%,-8%
O=S(Cc1ccc(Cl)cc1)CC(O)COCc1ccc(Cl)cc1 (stereo not drawn),-3%,54%,43,1%,-4%,?,-4%
Cc1nn(Cc2ccccc2)c(C)c1C(=O)O,-1%,1%,11,8%,9%,5%,3%
O=C1CC(N2CCN(c3ccc(F)cc3)CC2)C(=O)N1c1ccc(F)cc1 (stereo not drawn),-4%,3%,2,-7%,11%,-10%,0%
O=C(NC1CCCCC1)C1c2ccccc2OCC(=O)N1Cc1ccccn1 (stereo not drawn),.,.,-2,85%[activator],.,.,0%
COc1ccc(Cc2noc(-c3ccc([N+](=O)[O-])cc3)n2)cc1OC,4%,15%,-21,-24%,?,1%,7%
CCN1CCN(CCOCCOc2ccccc2-c2ccccc2)CC1,-1%,47%,.,.,.,-1%,.
C#CCOCCOCCOCCNc1nc(N2CCN(C(=O)C([C@@H](C)CC)n3cc(C(N)Cc4ccc(O)cc4)nn3)CC2)nc(N2CCN(C(=O)[C@H](CCC(=O)O)n3cc(C(N)CO)nn3)CC2)n1 (stereo partly drawn),6%,172%[activator],.,30%[activator],18%,1%,1%
COc1ccc(C(C)=O)c(Oc2cc(NN3CCCCC3)c([N+](=O)[O-])cc2[N+](=O)[O-])c1,2%,-5%,17,45%[activator],41%[activator],?,4%
Cc1nc(N)sc1C(=O)N/N=C/c1ccccc1[N+](=O)[O-],1%,-21%,83,.,.,-7%,.
OCCCc1nc2n(n1)C(c1cccs1)C=C(c1ccc(Br)cc1)N2 (stereo not drawn),-4%,116%[activator],.,.,?,-12%,.
Cc1nn(CCCC(=O)Nc2cnn(Cc3ccc(F)cc3)c2)c(C)c1[N+](=O)[O-],-2%,26%,-23,-8%,-8%,5%,11%
CCOc1ccc(NC(=O)C2CCCN2S(=O)(=O)c2ccc3c(c2)C(C)(C)C(=O)N3C)cc1 (stereo not drawn),-2%,77%[activator],-38,0%,?,?,2%
Cc1nc(N2CCN(Cc3ccc4c(c3)OCO4)CC2)c2cc(-c3ccccc3)sc2n1,-2%,49%,-3,?,?,?,10%
COc1ccc(S(=O)(=O)NNC(=O)C23CC4CC(CC(C4)C2)C3)cc1[N+](=O)[O-],.,-7%,-11,5%,8%,-12%,-5%
O=C1N(c2ccccc2)C[C@@H]2C[C@@H](c3cccc4c3OCO4)N3CCC[C@@]123,-2%,3%,-26,-9%,-14%,9%,-5%
CN(CC(=O)Nc1ccc(F)cc1)C(=O)C1CC(=O)N(Cc2ccccc2)C1 (stereo not drawn),-6%,3%,17,46%[activator],4%,0%,0%
C[C@H](CO)N1C[C@H](C)[C@@H](CN(C)C(=O)Nc2ccc3c(c2)OCO3)Oc2ccc(NC(=O)Nc3ccc4c(c3)OCO4)cc2C1=O,.,76%[activator],-2,-15%,-19%,.,-4%
Cc1ccc(S(=O)(=O)/N=C(/Nc2c(C)cccc2C)c2ccccc2)cc1,.,-18%,-18,-2%,2%,.,-1%
CCN1C(=O)C(CC(=O)Nc2ccc(C)cc2C)Nc2cc(S(=O)(=O)N(C)C)ccc21 (stereo not drawn),4%,-28%,-21,-5%,2%,-11%,-9%
Cc1ccc(CN=Cc2[nH]c3ccc(Br)c(Cl)c3c2O)cc1,5%,-18%,23,-2%,?,1%,-3%
Cc1cccn2c(=O)c(C=O)c(N3CCCCC3)nc12,3%,-14%,?,-23%,15%,1%,-1%

# Quoted at random: 2 entries already listed.
SMILES,LmPK inhibitor,AmpC no deterg,HCMV inh,AMA1 RON2 block,HCV inhibitor,AmpC detergent,TbPYK inhibitor
O=S(Cc1ccc(Cl)cc1)CC(O)COCc1ccc(Cl)cc1 (stereo not drawn),-3%,54%,43,1%,-4%,?,-4%
CCN1C(=O)C(CC(=O)Nc2ccc(C)cc2C)Nc2cc(S(=O)(=O)N(C)C)ccc21 (stereo not drawn),4%,-28%,-21,-5%,2%,-11%,-9%

# Additional records
SMILES,LmPK inhibitor,AmpC no deterg,HCMV inh,AMA1 RON2 block,HCV inhibitor,AmpC detergent,TbPYK inhibitor
O=C(CSC1=Nc2ccccc2C2=NC(c3ccccc3)C(=O)N12)NC1CCCCC1 (stereo not drawn),0%,-27%,32,3%,-30%,?,-6%
CC(C)CNS(=O)(=O)c1cc(C(=O)OCC(=O)N2CCOCC2)c(Cl)cc1Cl,0%,20%,-1,-5%,-13%,-4%,-1%
O=S(=O)(NCCc1ccccn1)c1cccs1,-8%,-9%,1,0%,7%,5%,-7%
COC(=O)C1=C(c2ccc(OCc3ccccc3)cc2)C[C@@H]2CC[C@H]1N2C,.,.,-29,5%,.,.,-2%
Cc1ccc(Cl)cc1Nc1nn2c(=O)c3ccc(C(=O)N4CCCC(C)C4)cc3nc2s1 (stereo not drawn),.,.,7,.,.,8%,2%
CSc1nc(N2CCN(C)CC2)c2ccccc2n1,0%,-18%,33,11%,14%,8%,1%
CCCCOC(=O)C(C)Sc1n[nH]c(=O)[nH]c1=O (stereo not drawn),1%,117%[activator],?,-7%,6%,-2%,0%
COc1cccc(C2N(c3ccccc3)CCN2c2ccccc2)c1OC,0%,-51%,14,-23%,9%,0%,2%
CC(NC(=O)COC(=O)c1ccc([N+](=O)[O-])s1)c1ccccc1 (stereo not drawn),1%,-3%,6,1%,-24%,-6%,4%
CCC(OC(=O)c1cccs1)C(=O)NCc1ccc2c(c1)OCO2 (stereo not drawn),-1%,-42%,38,-9%,-7%,-8%,1%
COc1cc(C2C(C(=O)Nc3ccccc3)=C(C)Nc3nnnn32)cc(OC)c1OC (stereo not drawn),.,.,-106*,.,.,-3%,6%
CCCCCn1c(=O)[nH]c2cc(C(=O)NCc3ccc(OC)cc3)ccc2c1=O,.,.,-15,.,.,2%,-4%
Cn1c(Cc2cccs2)nnc1SCC(=O)N1CCCc2ccccc21,5%,-7%,-30,61%[activator],10%,?,-4%
CCCS(=O)(=O)NC(=O)C1(C)CCCN(C(=O)c2cc(C)on2)C1 (stereo not drawn),.,.,32,-1%,.,.,-1%
O=C1CN(C(=O)COc2ccc(F)cc2Cl)c2ccccc2N1,-4%,-6%,-19,0%,?,7%,4%
C=CCn1c(SCC(=O)N(C)C)nc2sc3c(c2c1=O)CCC3,8%,-14%,0,6%,15%,-9%,1%
CCC(C)(C)n1nnnc1C(c1cc2ccc(OC)cc2[nH]c1=O)N1CCc2ccccc21 (stereo not drawn),2%,41%,13,-23%,10%,1%,?
O=S(=O)(NCCSc1nnnn1-c1ccccc1)c1ccc(F)cc1,.,.,-61*,.,.,1%,0%
Cc1cc(NC(=O)CNCC(c2ccccc2)N(C)C)c([N+](=O)[O-])cc1C (stereo not drawn),1%,-6%,-31,58%[activator],8%,-3%,1%
Cc1nn(Cc2ccccc2)c(C)c1NC(=O)CCCn1nc([N+](=O)[O-])c(Cl)c1C,-4%,84%[activator],-9,-24%,-9%,-8%,-3%
CCOP(=O)(c1ccc(N(C)C)cc1)C(O)c1ccncc1 (stereo not drawn),-2%,0%,2,-6%,17%,-7%,0%
Cn1nc(-c2ccccn2)nc2c(=O)n(C)c(=O)nc1-2,0%,-15%,-101*,8.9µM*,2µM*,-8%,0%
CCN(CC)C(=N)/C(C#N)=N/Nc1ccccc1,-2%,4%,81,-6%,12%,-6%,-2%
Cc1ccc(NC(=O)Nc2cccc(Cl)c2)c(C(=O)O)c1,1%,-21%,?,-2%,1%,3%,-17%
Oc1cc(Nc2ccncc2)cc2cccnc12,.,-8%&-17%,-25,.,.,-15%,-10%

# Reprinted from the part before: four compounds, followed by the next part.
SMILES,LmPK inhibitor,AmpC no deterg,HCMV inh,AMA1 RON2 block,HCV inhibitor,AmpC detergent,TbPYK inhibitor
Cn1nc(-c2ccccn2)nc2c(=O)n(C)c(=O)nc1-2,0%,-15%,-101*,8.9µM*,2µM*,-8%,0%
CCN(CC)C(=N)/C(C#N)=N/Nc1ccccc1,-2%,4%,81,-6%,12%,-6%,-2%
Cc1ccc(NC(=O)Nc2cccc(Cl)c2)c(C(=O)O)c1,1%,-21%,?,-2%,1%,3%,-17%
Oc1cc(Nc2ccncc2)cc2cccnc12,.,-8%&-17%,-25,.,.,-15%,-10%
COc1ccccc1OCc1cc(C(=O)N2CCCC(OCc3cccnc3)C2)no1 (stereo not drawn),2%,63%[activator],46,-8%,-7%,-2%,-1%
CC1(C)NC(=O)N(CC(O)CN2CCCC2)C1=O (stereo not drawn),-10%,-16%,5,-4%,-11%,?,0%
O=S(=O)(NCCc1ccc(Cl)cc1)c1ccc(N2CCCCS2(=O)=O)cc1,.,.,-23,.,.,4%,-6%
CC(=O)Nc1ccc2c3c(ccc([N+](=O)[O-])c13)CC2,.,.,-13,5%,.,.,3%
CC1(C(=O)Nc2cccc(Oc3ccccc3)c2)CCN1Cc1ccccc1OC(F)F (stereo not drawn),.,.,-1,18%,.,.,-5%
COc1ccc(-n2c(=O)c3c4c(sc3n(Cc3ccccc3)c2=O)CN(C(C)=O)CC4)cc1OC,.,.,-25,.,.,-1%,-2%
COc1ccccc1N1CCN(C(=O)C2CCN(S(=O)(=O)c3ccc(F)cc3)CC2)CC1,2%,112%[activator],37,0%,-1%,-12%,-1%
O=C(CN1C(=O)CSc2ccccc21)NC1CCCC1,2%,-7%,30,2%,24%,-3%,7%
Cc1oc(=O)c(NC(=O)c2ccccc2)cc1C(N)=O,-3%,-18%,16,21%,-3%,-10%,3%
COc1ccc(NC2CS(=O)(=O)CC2NCc2ccccc2)cc1 (stereo not drawn),2%,-12%,-8,10%,5%,6%,-2%
CC(C)(C)n1nc2c(c1NC(=O)c1ccccc1F)CS(=O)C2 (stereo not drawn),2%,-5%,18,29%,14%,-13%,5%
CN(C)S(=O)(=O)c1ccc(Cl)c(NC(=O)CN2CCN(Cc3ccc4c(c3)OCO4)CC2)c1,3%,135%[activator],-60*,2%,?,-11%,-5%
